# Source: PubChem (several laboratories)
# ABCB6 inh MLPCN: blocks the human ABCB6 transporter. AID 602162. fluorescence ratio to DMSO, % at 10 µM. Q9NP58. 0.19% of 360,000 active. K562-ABCB6 porphyrin accumulation, flow cytometry, 1 h; hits give low values;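 active = fluorescence ratio to DMSO below 75%, the collection mean minus 3 SD; inconclusive = too few cells collected in the well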;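 note: signal is porphyrin accumulated inside mitochondria; 100% equals median channel fluorescence of DMSO control wells; lower ratio means ABCB6 inhibition with less porphyrin fluorescence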
# Target sequence (Q9NP58 whole entry, looked up): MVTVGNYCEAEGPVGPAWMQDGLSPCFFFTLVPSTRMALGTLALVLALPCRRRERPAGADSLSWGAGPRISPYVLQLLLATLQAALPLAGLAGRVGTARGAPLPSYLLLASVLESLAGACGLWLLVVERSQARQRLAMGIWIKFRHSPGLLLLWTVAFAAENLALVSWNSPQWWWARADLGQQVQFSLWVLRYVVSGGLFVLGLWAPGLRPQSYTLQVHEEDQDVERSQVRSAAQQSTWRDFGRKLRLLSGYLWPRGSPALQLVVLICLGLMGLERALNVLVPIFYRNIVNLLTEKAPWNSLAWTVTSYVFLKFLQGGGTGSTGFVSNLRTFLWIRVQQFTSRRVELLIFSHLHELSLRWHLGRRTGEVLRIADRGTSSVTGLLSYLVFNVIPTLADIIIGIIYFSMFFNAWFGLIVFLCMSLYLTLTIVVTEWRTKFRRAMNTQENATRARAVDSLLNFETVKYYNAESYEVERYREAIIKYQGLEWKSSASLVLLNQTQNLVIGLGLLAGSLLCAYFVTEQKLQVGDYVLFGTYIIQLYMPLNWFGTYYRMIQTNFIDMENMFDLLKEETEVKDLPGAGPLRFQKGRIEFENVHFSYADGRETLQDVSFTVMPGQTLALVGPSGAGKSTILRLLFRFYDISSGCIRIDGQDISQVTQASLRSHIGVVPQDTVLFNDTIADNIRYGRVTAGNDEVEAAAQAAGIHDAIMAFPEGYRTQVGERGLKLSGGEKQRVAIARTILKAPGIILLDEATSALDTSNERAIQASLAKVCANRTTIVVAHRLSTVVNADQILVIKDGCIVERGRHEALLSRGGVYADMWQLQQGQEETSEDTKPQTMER
# MC4R ag barr: human MC4R agonism via beta-arrestin. P32245. U2OS MC4R beta-arrestin complementation, luminescence; percent of melanotan II response, DMSO zero. activation, % at 8.9 µM. 0.98% of 360,000 active;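 active = activation above a per-plate cutoff, the mean activation of sample wells on that plate plus 3 SD, cut at about 8% in these data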
# H9c2 protect: myocardial damage modulation in H9c2 cells | 0.63% of 360,000 active | H9c2 cardiomyocytes, H2O2 injury protection, ATPLite, 2 h | protection from H2O2 cell death, % at 20 µM;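 active = compounds giving at least 50% protection of heart cells from peroxide-induced death in the single-dose screen, raw or plate-pattern-corrected value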;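 note: 0% = DMSO wells with peroxide and 100% = DMSO wells without peroxide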
# HTR2A ag: mouse HTR2A agonism via beta-arrestin recruitment; CHO-K1 mHTR2A beta-arrestin complementation, luminescence; percent of 30 µM serotonin response; AID 624169; 0.66% of 360,000 active; P35363; activation, % at 7.6 µM;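 active = activation above a run cutoff, the mean activation of all tested compounds plus 3 SD, cut at about 14% in these data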;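 note: 0% = plate median of compound wells and 100% = 30 µM serotonin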
# Vif inh: inhibitors of HIV Vif; inhibition, % at 7.49 µM; 0.35% of 340,000 active; HEK293T cells, Vif self-association by quenched fluorescence, imaging, 24 h; in the data active = inhibition above about 50%, passing the limit was not always enough; inconclusive = no clear call, values can overlap the other calls; inactive = below about 31%; note: some results filed as inactive read as strong as hits
# Glyco luc inh: blocks N-linked glycosylation in D54 reporter cells | D54 ERlucT glycosylation luciferase reporter, 24 h; percent of 100 nM tunicamycin response | reporter increase, % at 12.5 µM | 0.23% of 360,000 active | AID 588692;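 active = mean luciferase reporter signal, scaled so untreated is 0 and the glycosylation-blocking control 100, at or above a set limit in every replicate; inconclusive = mean reaches the limit but not every replicate does; inactive = mean below the limit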;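 note: luciferase carries N-glycosylation sites so blocking glycosylation raises the light; 0% = median of neutral control wells and 100% = median of 100 nM tunicamycin wells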
# aDG glyco up: increases alpha dystroglycan glycosylation; Pro5-aDG cells, alpha-DG glycosylation AlphaScreen (IIH6); 0% Pro5, 100% B10-LARGE cell signal; AID 624168; activation, % at 10 µM; 0.22% of 360,000 active;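 active = activation of at least 8% versus controls, or a plate z-score of at least 8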;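 note: Pro5 are CHO cells carrying HIG-tagged alpha-DG that lacks glycosylation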
# CaV13 FRET inh: Primary screen for inhibitors of IQ motif and Ca2+-dependent inactivation inhibitor domain binding in CACNA1D, Förster resonance energy transfer in living cells, …. HEK cells, CFP/YFP FRET ICDI-IQ, plate reader, 10 min; percent FRET-ratio fall versus neutral wells. inhibition, % at 12.3 µM. 0.098% of 340,000 active. AID 743397;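 active = mean replicate inhibition of at least 30% and at least 1% of replicates passing that level; inconclusive = only one of the two criteria is met; inactive = neither criterion is met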;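 note: 0% = median of the neutral control wells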
# MC4R antagonist: blocks human MC4R cAMP signaling; MC4R-expressing cells, MTII-stimulated cAMP, LANCE TR-FRET; P32245; 0.48% of 360,000 active; AID 540295; inhibition, % at 6.5 µM;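 active = inhibition above its plate's cutoff, the mean of tested wells on that plate plus 3 SD, cut at about 29% in these data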;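 note: 0% = Melanotan II alone and 100% = Melanotan II plus saturating MCL0020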
#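 Assay system: U2OS cells stably expressing human melanocortin 4 receptor (MC4R) / Dosing: 6.5 µM / Timing: compound 30 min, challenge 1 h, detection 1 h / Measured by: Eu-cAMP/anti-cAMP TR-FRET, emission 671 nm / Replicates: singlicate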
# PDI inh: blocks human protein disulfide isomerase activity. P07237. PDI insulin aggregation turbidity, A650, 90 min. inhibition, % at 10 µM. 0.052% of 350,000 active;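 active = mean inhibition across replicates of 30% or more, whatever share of single replicates reach that level; inconclusive = mean inhibition below 30% while every single replicate reaches 30%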;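 note: absorbance from insulin aggregation driven by PDI reduction with DTT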
# Active calls of the source: *; u = inconclusive; x = no result given.
SMILES,ABCB6 inh MLPCN,MC4R ag barr,H9c2 protect,HTR2A ag,Vif inh,Glyco luc inh,aDG glyco up,CaV13 FRET inh,MC4R antagonist,PDI inh
O=C(COC(=O)c1c(F)cccc1Cl)NC1CCCCC1,96,0.1,-8,0,-3,2,2.2,-3,8,10
CN(Cc1cn(C)nc1-c1ccc(Oc2ccccc2)cc1)CC1COCCO1 (centres undefined),98,-0.6,1,-2,-3,-3,-0.3,5,-5,12
O=C(CNC(=O)c1ccc(Cl)cc1)OCCCOC(=O)CNC(=O)c1ccc(Cl)cc1,97,-3.2,-4,-5,x,2,0.1,-3,14,-7
O=C(/C=C/c1ccc(Cl)cc1)NCCN1CCOCC1,100,-0.6,6,-2,3,1,0.0,-6,1,-2
c1ccc2[nH]c(CSc3nc4ccccc4o3)nc2c1,94,-0.1,-14,2,-8,-2,0.3,x,1,-2
Cc1cc(C)c(NC(=O)CCc2c(C)noc2C)c(C)c1,98,-0.3,4,-7,5,4,-0.2,-2,11,-2
COc1ccccc1NC(c1cccnc1)c1ccc2cccnc2c1O (centres undefined),96,-2.0,47,-10,33,20,-0.1,-15,3,3
CC(C)Oc1ccc(S(=O)(=O)N2CCCCC2)cc1NC(=O)CC1OC(=O)c2ccccc21 (centres undefined),96,-4.3,1,-2,-9,-1,0.0,-2,-2,9
CCN(CC)CCNC(=O)c1ccc(CS(=O)(=O)c2ccccc2C)o1,97,-0.3,10,8,x,-1,-0.1,-4,13,0
O=C(COc1ccccc1)N1CCN=C1SCc1cccnc1,97,3.2,10,1,x,1,0.0,x,-2,-2
CCOC(=O)Cn1cc(C(=O)OC)c2ccccc21,98,-1.9,0,0,6,2,-0.1,-5,5,5
Cc1c(Cl)c(C(=O)N2CCCC2)nn1C,101,-2.2,5,2,-1,1,0.3,-5,1,-9
CC1Cc2ccccc2N1CC(=O)NCc1ccccc1Cl (centres undefined),96,-1.0,-5,9,-2,-3,0.1,-4,6,18
O=C(Oc1ccc(C(=S)N2CCCCC2)cc1)c1ccccc1,91,-0.7,6,2,-4,1,0.0,-5,-13,-13
Cc1cc(O)c2c(c1)C(=O)c1cc(O)cc(O)c1C2=O,113,1.8,-42,-6,-1,0,-0.2,-6,-13,0
COc1ccc(NC(=O)CN(c2ccccc2C)S(C)(=O)=O)c(OC)c1,105,-1.4,11,2,2,2,-0.1,-6,11,0
O=C(Cc1ccccc1)Nc1ccccc1N1CCN(c2ccccc2)CC1,99,0.6,5,-6,-12,-4,0.3,-8,12,-4
CC(=O)Nc1ccc(NC(=O)CSc2nnc(-c3cc(C)[nH]n3)n2N)cc1,103,-3.2,7,4,0,1,-0.2,-5,10,-5
CCN(CC)CCn1c2c(c(SCC(=O)Nc3ccccc3Cl)nc1=O)CCC2,94,-1.3,4,-4,x,-6,1.0,-7,2,3
O=C(Nc1ccccc1Cl)c1ccc(S(=O)(=O)NCC2CCCO2)cc1 (centres undefined),95,2.0,-2,4,-7,-1,-0.1,-3,7,12
O=C(Cc1ccsc1)OCC(=O)c1ccccc1,91,-1.4,4,1,-6,-1,0.0,-8,8,-2
O=S(=O)(Nc1cc(Cl)ccc1-n1cncn1)c1cc(Br)ccc1Br,95,-1.9,-27,9,-24,-2,0.3,-6,19,-8
COc1cc(C=O)ccc1OCCOCCOc1cc(C)ccc1Cl,96,-1.6,4,-6,-5,0,0.4,-5,0,-1
CCc1ccc2nc3nc(C)cc(C)c3c(N)c2c1,122,-0.6,-9,2,x,85*,1.2,30,10,-1
C=CCNC(=S)NNC(=O)c1ccc(OCC)cc1,99,-2.2,-5,-5,-3,1,0.0,x,-6,15
COc1cc(CC(=O)OCC(=O)NCCc2ccc(S(N)(=O)=O)cc2)cc(OC)c1OC,95,0.1,-2,-1,x,-1,-0.1,-2,8,8
CC(C)(C)OC(=O)N[C@H](Cc1ccccc1)C(=O)N1CCC(C(=O)O)CC1,95,0.1,0,-4,3,-2,0.0,-5,-4,-5
CN(CC(=O)Nc1cccc(F)c1)C(=O)C1(c2ccccc2)CC1,98,0.5,1,4,5,-2,-0.2,-3,1,-1
Cc1cccc(Nc2c3c(nc4ncnn24)CCC3)c1,96,0.0,5,-1,6,0,1.1,6,-5,3
CCOC(=O)c1sc(NC(=O)CSc2nccn2C)nc1C,97,-3.6,5,1,-3,2,-0.1,-6,1,1

# A few values from the list:
# In Vif inh, O=S(=O)(Nc1cc(Cl)ccc1-n1cncn1)c1cc(Br)ccc1Br reads -24
# In H9c2 protect, Cc1cccc(Nc2c3c(nc4ncnn24)CCC3)c1 reads 5
# In MC4R ag barr, CCc1ccc2nc3nc(C)cc(C)c3c(N)c2c1 reads -0.6

# Carrying on:
SMILES,ABCB6 inh MLPCN,MC4R ag barr,H9c2 protect,HTR2A ag,Vif inh,Glyco luc inh,aDG glyco up,CaV13 FRET inh,MC4R antagonist,PDI inh
COC(=O)c1ccc(NC(C)C(=O)OC)c([N+](=O)[O-])c1 (centres undefined),101,-1.4,2,0,5,0,0.3,-9,9,2
CCCOc1ccc(CN(CCO)CCO)cc1C(=O)OC,98,-0.1,-1,6,x,0,0.1,-7,2,0
N#CC1=C(N)n2c(s/c(=C\c3cccs3)c2=O)=C(C#N)C1c1cccs1 (centres undefined),862,-1.4,29,-4,-3,6,0.7,-7,19,3
Cn1c(C(=O)N2CCC(C(=O)N3CCN(Cc4ccc5c(c4)OCO5)CC3)CC2)cc2sccc21,89,0.6,-2,-3,-4,0,-0.1,-7,26,x
C=CCC(=O)NC1CC(C)(C)Cc2c1cnn2-c1ccc(C)cc1 (centres undefined),91,-2.4,2,-10,-7,-1,0.0,-21,10,-2
CCc1ccccc1S(=O)(=O)Cc1ccc(C(=O)NCc2cccs2)o1,101,0.5,10,2,2,-3,-0.2,-4,8,3
C=CCc1cc(OC)ccc1OCCOCCN1CCc2ccccc2C1,102,-1.0,-10,-5,-2,1,0.6,-2,5,-11
COC(=O)C(NC(=O)c1ccccc1C(=O)O)c1ccc2ccccc2c1 (centres undefined),106,-0.4,6,-5,-1,2,0.1,-20,10,1
COc1ccc(C2C(C(=O)N3CCN(C)CC3)c3ccccc3C(=O)N2C2CCCCC2)cc1 (centres undefined),94,-0.7,1,2,6,-1,0.1,-4,-10,5
CC1(C)C2CCC1(C)C(OC(=O)C[n+]1ccccc1)C2 (centres undefined),96,0.4,6,3,2,1,0.4,-1,11,1
COCCOc1ccc(C(F)(F)F)cc1Nc1nc2ccccc2o1,108,-1.5,-23,2,-13,2,0.0,-4,6,5
COc1cc(NC(=O)COC(=O)CNC(=O)c2ccc(C)s2)cc(OC)c1,99,-3.5,-6,-4,4,3,-0.2,-5,8,2
O=C(Nc1cccc(C(F)(F)F)c1)c1sc(Cl)nc1C(F)(F)F,90,-0.3,-15,-7,-6,24,0.3,-4,21,-5
O=C(NC(=S)N(CCO)Cc1ccccc1)c1ccc(F)cc1Cl,87,-1.5,-1,-7,-12,0,0.0,-5,-1,9
CCN(CC)C(=O)CCNS(=O)(=O)c1ccc(C)cc1,98,1.2,-1,15*,1,2,0.0,-5,-3,-1
COc1ccc(NS(=O)(=O)c2cccc(C(=O)NCC(c3ccc(OC)cc3)N3CCCCC3)c2)cc1 (centres undefined),103,-1.3,18,-14,-3,-6,0.1,-5,9,1
COc1ccccc1NC(=O)COC(=O)c1c[nH]c2ccccc12,97,3.5,-9,0,-10,-3,0.0,-7,9,-8
CC(C)CN(C(=O)CCNC(=O)c1ccc([N+](=O)[O-])cc1)C1CCS(=O)(=O)C1 (centres undefined),100,-1.0,5,8,13,1,0.1,-2,-3,-8
Cc1noc(NS(=O)(=O)c2ccc(NC(=O)c3cc(=O)c4ccccc4o3)cc2)c1C,98,-0.5,3,1,-6,2,0.1,-14,-9,1
COc1ccc(Oc2nc3c(c(=O)n(C)c(=O)n3C)n2Cc2cccc(OC)c2)cc1,95,-2.5,11,-3,u,1,0.4,-4,0,9
CCOc1ccc(Cn2cc(F)c(=O)[nH]c2=O)cc1,100,-0.3,0,4,6,2,-0.2,-17,9,0
N#CCSc1nc2ccccc2c(=O)n1-c1ccccc1,93,-2.2,6,-4,2,1,-0.1,-5,5,-5
Cn1cnnc1SCC(=O)Nc1ccc(Cl)c(S(=O)(=O)N2CCOCC2)c1,101,-3.4,2,5,3,3,0.4,-8,16,-1
COC(=O)COc1ccc(S(=O)(=O)N2CCCCC2)cc1[N+](=O)[O-],92,0.0,33,2,0,-2,0.0,-6,12,28
CNC(=S)N1N=C(c2ccccc2)CC1c1ccc(OC)c(OC)c1 (centres undefined),94,-1.6,10,-1,-6,2,-0.2,-7,0,8
O=C1C=C(NNC(=O)c2ccccc2Br)CCC1,102,-0.9,1,-1,-3,3,0.1,-37,16,0
CC(C)(O)c1ccccc1CC[C@@H](SCC1(CC(=O)O)CC1)c1cccc(/C=C/c2ccc3ccc(Cl)cc3n2)c1,102,0.9,-20,3,-6,1,0.2,x,23,-1
Cc1ccc(NC(=O)CSc2nc3ccccc3nc2N2CCCC2)cc1,97,1.7,-9,-1,9,-12,-0.3,-4,6,x
COc1ccc(C2c3ccc(O)cc3Oc3ncn4nc(-c5ccccn5)nc4c32)cc1 (centres undefined),95,49*,0,-4,u,2,-0.2,54*,3,-1
Cc1nn(Cc2c(Cl)cccc2Cl)c(C)c1NC(=O)c1sc2ccccc2c1Cl,99,45*,3,4,x,-1,-0.3,-2,1,4
COc1ccccc1NC(=O)C1=C(C)NC(SCC(=O)c2ccccc2)=C(C#N)C1c1ccco1 (centres undefined),94,-0.8,33,3,-1,4,-0.1,x,5,19
CCCOc1ccc(C2NC(=S)NC(c3ccccc3)=C2C(=O)Nc2ccc(C)cc2)cc1OC (centres undefined),105,-1.5,-7,2,-3,0,-0.1,-6,5,12
CCOc1cc(NC(=O)C2CC2)c(OCC)cc1NC(=O)c1ccccn1,95,0.9,53*,2,-7,4,-0.5,-5,15,-5
C=CC[C@H]1C=C[C@@H](C(C(=O)OC)C(=O)OC)CN1C(C)=O,102,-1.2,37,-1,-1,2,0.1,-8,15,0
Fc1ccc(Nc2nnc(C(F)(F)F)s2)cc1,94,-0.3,0,-2,-2,1,-0.1,0,1,1
COc1ccc(Cl)cc1NC(=O)c1ccccc1C,99,-0.6,8,-1,x,3,0.1,x,4,3

# An unsorted share of the library. Share with any hit: about 3.6%.
